HTT aggregate: inhibitors of mutant huntingtin aggregate formation in PC12 cells | Potency, µM (doses to about 46.1 µM), for inactives: at the top dose activity change, negative = inhibition, usual class: inhibitors | PC12 HttQ103-GFP aggregates, Acumen cytometry, 40 h | actives 1.1% (n = 220,000) | AID 1688; further: potency means the concentration at half of the fitted maximal effect; on the % scale 0 is the no-effect control and ±100 the full control effect; nearly all actives have a fitted effect of over 60% in size
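PC12 cells stably carrying ecdysone-inducible HTT exon 1 Q103–GFP were induced with tebufenozide (100 nM final) and treated with library compounds in titration. GFP aggregates in lysates were counted by laser scanning cytometry.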
HTT ATP protect: protects HTT-Q103 PC12 cells, measured by ATP. AID 1471. actives 0.14% (n = 230,000). PC12 HTT-Q103 induced, cytoprotection, ATP luminescence, 40 h. Potency, µM (highest dose often 56.4 µM), for inactives: cytoprotection (ATP increase), usual class: activators;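 further: potency means the concentration at half of the fitted maximal effect; % of control where 0% means no effect; nearly all actives have a fitted effect of over 45% in size; toxic huntingtin expression switched on by the ecdysone agonist tebufenozide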
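Compounds were screened for protection of PC12 cells against cell death after tebufenozide induction (100 nM final) of mutant Huntingtin exon 1 (Q103) fused to GFP.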
IMPase Li inh: membrane-permeable IMPase blocker, potentiated with lithium. CHO-M1 cells, IP1 TR-FRET (IP-One), carbachol + lithium. Potency, µM (series often up to 59.4 µM), for the others: at the highest dose activity, negative = IMPase inhibition, usual class: inhibitors. actives 0.35% (n = 210,000). AID 1457;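 further: IP1 builds up when IMPase is blocked and the TR-FRET signal falls; potency means the concentration at half of the fitted maximal effect; plate controls were basal vehicle for no effect and high inhibitor control for full effect; nearly all actives have a fitted effect of over 50% in size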
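Concentration–response in CHO-M1 cells, lithium-potentiated; 30 min at 37C. IP1 detected by competitive TR-FRET after 10 min lysis at RT. Hill-fitted AC50.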
LMNA splice mod: modulators of lamin A splicing; HeLa LMNA splicing GFP/RFP minigene ratio, 48 h; Potency, µM (series often up to 46.1 µM), without a hit: at the top dose ratio change, negative = inhibition, hits mostly inhibitors; actives 0.01% (n = 200,000); active means well fitted inhibition curve with a large enough effect in the signal ratio, with a control signal flat, not every such curve was filed as active; inconclusive means small, poorly fitted or top-dose-only effect, or effect the other way, or a change in a side signal; the % refers to the signal ratio; further: potency means the concentration at half of the fitted maximal effect; on the % scale 0 is the no-effect control and ±100 the full control effect
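Read-out is the ratio of GFP to DsRed2 object intensity, acquired by 488 nm laser-scanning cytometry on HeLa lamin A-EGFP minigene reporter cells. Compound incubation 48 hrs at 37 °C in Opti-MEM with 2% FBS; DMSO 0.5% final.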
CBFb RUNX1 block: blocks binding between human CBF-beta and RUNX1. AlphaScreen CBFb-His/RUNX1-biotin binding, biochemical. Potency, µM (series often up to 59.8 µM), inactives show at the top dose activity, negative = inhibition, hits mostly inhibitors. 230,000 tested, under 10 active; further: % of control where 0% means no effect
Target sequence (Q01196 whole entry, looked up): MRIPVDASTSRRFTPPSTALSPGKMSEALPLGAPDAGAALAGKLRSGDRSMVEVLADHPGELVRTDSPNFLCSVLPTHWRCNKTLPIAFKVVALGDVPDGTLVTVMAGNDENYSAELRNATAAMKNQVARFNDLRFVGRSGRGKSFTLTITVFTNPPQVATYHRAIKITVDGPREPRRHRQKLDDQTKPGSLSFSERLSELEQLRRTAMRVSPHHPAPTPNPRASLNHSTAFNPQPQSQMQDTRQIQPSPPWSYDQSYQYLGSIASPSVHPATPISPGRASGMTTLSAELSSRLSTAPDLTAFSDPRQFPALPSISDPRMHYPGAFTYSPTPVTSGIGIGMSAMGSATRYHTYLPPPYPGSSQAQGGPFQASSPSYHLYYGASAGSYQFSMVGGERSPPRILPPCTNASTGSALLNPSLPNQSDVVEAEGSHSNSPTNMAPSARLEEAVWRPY
Target sequence (Q13951 whole entry, looked up): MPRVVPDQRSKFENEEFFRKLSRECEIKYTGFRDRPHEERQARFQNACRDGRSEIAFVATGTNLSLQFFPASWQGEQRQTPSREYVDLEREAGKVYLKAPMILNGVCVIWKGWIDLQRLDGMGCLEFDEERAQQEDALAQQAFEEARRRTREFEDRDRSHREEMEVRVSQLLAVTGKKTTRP
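Compounds were screened at multiple concentrations against a preformed CBF-beta(His)/RUNX1(biotin) complex (30 nM of each) for 15 min at room temperature, followed by 90 min with nickel and streptavidin beads and AlphaScreen reading.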
KinaseGlo FLuc: blocks Kinase-Glo luciferase, a counter-screen artifact. Kinase-Glo luciferase, ATP luminescence, 8 min. Potency, µM (series often up to 38.3 µM), without a hit: at the top dose activity change, negative = inhibition, usual class: inhibitors. actives 0.28% (n = 200,000). AID 1379; further: potency means the concentration at half of the fitted maximal effect; on the % scale 0 is the no-effect control and ±100 the full control effect; nearly all actives have a fitted effect of over 60% in size
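Inhibition of Kinase-Glo luciferase light generation was assessed at 10 uM ATP in pH 7.2 imidazole buffer, with luminescence measured after eight minutes at ambient temperature.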
SMN2 splice up: increases expression of the SMN2 splice variant. actives 2.8% (n = 210,000). HEK293 SMN2-luciferase splicing reporter, luminescence, 30-36 h. AID 1458. Potency, µM (doses to about 46.1 µM), inactives show top-dose activity change, positive = activation, hits mostly activators; further: potency means the concentration at half of the fitted maximal effect; % of control where 0% means no effect; nearly all actives have a fitted effect of over 55% in size
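HEK293 cells carry an SMN2 […]–luciferase reporter in which exon 7 inclusion puts luciferase in frame. Cells were plated 10-12 h before compound addition, then incubated 30-36 h at 37C. ONE-Glo luminescence was read; sodium butyrate at 4.5 mM final served as control.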
* hit, by the source's call; ? = inconclusive; · = no result given; [ ] = dose if it differs, or a comment. Unless noted, the call rests on the fitted dose curve; in most records, active means well fitted curve in the direction sought with a large enough effect; inconclusive means small, poorly fitted or top-dose-only effect, or another doubt; inactive means no such curve, though single readings can be large; an effect the other way counts as inactive or inconclusive. Not a hit list. Share with any hit: about 4%.

SMILES	HTT aggregate	HTT ATP protect	IMPase Li inh	LMNA splice mod	CBFb RUNX1 block	KinaseGlo FLuc	SMN2 splice up
Cc1cc(F)ccc1S(=O)(=O)Nc1ncnc2sccc12	0%	-19%	1%	·	-2%	1%	5%
Cn1c(COc2ccc(Br)cc2)nnc1SC1CCc2ccccc2C1=O (centres undefined)	-26%	-6%[1.9 µM]	0%	?	5%	-3%	-38%[inhibitor]
COc1ccc(S(=O)(=O)NNC(=O)c2cc3cc4ccccc4nc3s2)cc1	-9%	14%[10 µM]	22%	-12%	-8%	2%	9%
COc1ccc(CN2CCCC(C(=O)c3cccc(OC(C)C)c3)C2)cc1Cn1cccn1 (centres undefined)	-9%[9.22 µM]	37%[10 µM]	24%	?	6%	-1%	·
CCCc1nn(C)c2c1C(c1cccnc1)C(C#N)=C(N)O2 (centres undefined)	2%	-10%[10 µM]	27%[38.3 µM]	-13%	1%	0%	0%
CCN1CCN(Cc2nc3c(c(=O)n(C)c(=O)n3C)n2CCc2ccccc2)CC1	12%	-4%	-4%	-6%	2%	-4%	-39%
CCOC(=O)CN=C/C(C(C)=O)=C(/C)O	-7%[9.22 µM]	-11%[10 µM]	-6%	·	5%	·	·
COc1ccc(/C=C/C(=O)OCCC(C)C)cc1	1%	23%	7%	?	?	-1%[39.9 µM]	·
CCS(=O)(=O)N1CCCC(C(=O)NCCCN2CCCC2=O)C1 (centres undefined)	-4%	-18%[10 µM]	-5%	-1%	-4%	3%	-4%
COC(=O)c1c(C)oc2ccc(NS(=O)(=O)c3cccs3)cc12	-10%	4%[1.9 µM]	2%[38.3 µM]	?	-5%	-3%	-44%[inhibitor]
CCOC(=O)C1CCCN(C(=O)c2ccc([N+](=O)[O-])cc2)C1 (centres undefined)	3%	21%[10 µM]	-2%	6%	5%	-4%	?
CC(=O)O/N=C/c1c(Cl)n(C)c2ccccc12	-9%	-32%	-10%	-14%[46 µM]	1%	4%	-2%
CC1CC(=O)Nc2ccccc2N1C(=O)CN1CCN(C=O)CC1 (centres undefined)	-10%	15%[10 µM]	-2%	·	5%	3%	13%
Cn1cnc([N+](=O)[O-])c1Nc1cccc(O)c1	4%	-13%	-7%[38.3 µM]	12%	-1%	-1%	-3%
O=C(/C=C/c1ccc(O)c(O)c1)c1ccccc1O	-8%[9.22 µM]	-40%[10 µM]	·	·	-1%	·	·
O=C(CS(=O)(=O)Cc1ccccc1)N1CCN(c2cccc(C(F)(F)F)c2)CC1	-17%	8%[0.074 µM]	0%[38.3 µM]	?	2%	2%	-9%
N=c1n(Cc2ccccc2)c2ccccc2n1Cc1ccccc1	-7%	·	9%	?	26%	10%	-10%
CS(=O)(=O)Nc1cccc(-c2cncnc2NCc2ccccc2)c1	·	8%	-4%	-7%	·	·	·
CCOc1ccc2[nH]cc(C(=O)N3CCN(CC)CC3)c(=O)c2c1	11%	14%[1.9 µM]	12%[38.3 µM]	?	11%	-2%	0%
O=C(Nc1nnc(CCN2CCCCC2)s1)c1cccc(Cl)c1	7%[9.22 µM]	5%[10 µM]	·	·	-3%	·	·
CCCOc1cccc(C2/C(=C(/O)c3ccccc3)C(=O)C(=O)N2CCN(C)C)c1 (centres undefined)	15%	-2%	21%[38.3 µM]	0%	8%	15%	12%
CCOc1ccccc1Oc1coc2cc(OC)ccc2c1=O	9%	7%	-14%[38.3 µM]	8%	-1%	-8%	12%
CN(Cc1ccco1)c1cc(-c2ccccc2Cl)ncn1	·	-11%	-1%	30%	·	-2%	1%
COc1ccccc1NC(=O)c1cc(C)nc2ccccc12	?	-2%	0%	·	-3%	0%	0%
CC1CN(S(=O)(=O)c2ccc(C(=O)Nc3nc(-c4cc5ccccc5o4)cs3)cc2)CC(C)O1 (centres undefined)	?	21%[10 µM]	?	?	-9%	-1%	-58%[inhibitor]

3 compounds drawn at random from those above, as already listed:
SMILES	HTT aggregate	HTT ATP protect	IMPase Li inh	LMNA splice mod	CBFb RUNX1 block	KinaseGlo FLuc	SMN2 splice up
COc1ccccc1NC(=O)c1cc(C)nc2ccccc12	?	-2%	0%	·	-3%	0%	0%
Cn1c(COc2ccc(Br)cc2)nnc1SC1CCc2ccccc2C1=O (centres undefined)	-26%	-6%[1.9 µM]	0%	?	5%	-3%	-38%[inhibitor]
COC(=O)c1c(C)oc2ccc(NS(=O)(=O)c3cccs3)cc12	-10%	4%[1.9 µM]	2%[38.3 µM]	?	-5%	-3%	-44%[inhibitor]

Part of the list above with just SMN2 splice up and CBFb RUNX1 block.
SMILES	SMN2 splice up	CBFb RUNX1 block
CCOC(=O)C1CCCN(C(=O)c2ccc([N+](=O)[O-])cc2)C1 (centres undefined)	?	5%
Cc1cc(F)ccc1S(=O)(=O)Nc1ncnc2sccc12	5%	-2%

The listing continues.
SMILES	HTT aggregate	HTT ATP protect	IMPase Li inh	LMNA splice mod	CBFb RUNX1 block	KinaseGlo FLuc	SMN2 splice up
CC(C)(C)C(=O)Nc1ccc(C(=O)NNC(=O)c2ccccc2)cc1	20%	-22%	-3%	?	1%	-2%	8%
CCC(=O)Nc1cccc(-c2nc3ccccc3c(=O)o2)c1	30%	-46%[inhibitor]	-7%[38.3 µM]	-1%	6%	-2%	-10%
Cc1cc(NC(=O)C2CCCC2)n(-c2nc3ccccc3[nH]2)n1	-23%	-24%	20%[38.3 µM]	-9%	-3%	0%	-17%
O=C(C1=C[C@H](c2coc3ccccc3c2=O)C[C@H](OCCCCO)O1)N1CCN(Cc2ccccc2)CC1	-3%[9.22 µM]	5%[10 µM]	-8%	·	16%	·	·
O=C1CCCc2nc3nc4ccccc4n3cc21	-2%	-1%	-7%[38.3 µM]	7%	15%	-4%	-10%
COc1cc2[nH]c(=O)n(CCC(=O)NCCC(C)C)c(=O)c2cc1OC	-9%	-8%	-1%[38.3 µM]	2%	-1%	0%	11%
COc1ccc(NC(=O)CC2SC(=O)NC2=O)cc1 (centres undefined)	13%	-17%	-3%	·	-9%	·	·
CCC(C)=O	·	5%	5%	·	20%[21.7 µM]	·	-3%
CCNc1ncc2nc(C)c(=O)n(CCOC)c2n1	·	-47%[inhibitor]	-14%	-8%	·	·	·
O=C(O)c1ccc([N+](=O)[O-])c(CS(=O)(=O)c2ccc(Cl)cc2)c1	0%	-18%[10 µM]	-2%	24%[46 µM]	-5%	2%	-2%
COC(=O)C1=C(C)NC(=O)NC1c1cn(-c2ccccc2)nc1-c1cccs1 (centres undefined)	-5%	-5%[10 µM]	1%	-16%	3%	2%	1%
CCOC(=O)CC(=O)CSc1nc(C)nc2c1oc1ccccc12	1.1µM*	-6%	1%[38.3 µM]	4%	5%	-6%	?
CCCc1cc(=O)[nH]c(SCC(=O)N2CCC(C(=O)OCC)CC2)n1	-3%[9.22 µM]	-10%[10 µM]	37%[activator][38.3 µM]	26%	1%	-8%	2%
COc1ccc(C2CC(=O)Oc3c(C(CCN4CCOCC4)c4cc(OC)c(OC)c(OC)c4)c(OC)cc(OC)c32)cc1 (centres undefined)	-8%[9.22 µM]	-16%[10 µM]	·	·	?	·	·
Cc1cc(-c2nc(C)c(-c3nnc(SCC(=O)Nc4ccccc4)n3C)s2)no1	14%[9.22 µM]	26%[10 µM]	·	·	4%	·	·
Cc1ccc2c3c([nH]c2c1)C(=O)CC(C)(C)S3	9%[9.22 µM]	17%[10 µM]	1%	9%[46 µM]	9%	-3%	·
OCCN1CCN(CC(O)COc2ccc(C34CC5CC(CC(C5)C3)C4)cc2)CC1 (centres undefined)	?	-158%[inhibitor]	20%	·	-2%	-3%	-88%[inhibitor]
O=S(=O)(c1ccc(Cl)cc1)c1nc(-c2ccco2)oc1N1CCOCC1	12%[9.22 µM]	-5%[10 µM]	·	·	6%	·	·
COc1ccc2c(c1OC)C(C1c3c(cc4c(c3OC)OCO4)CCN1C)OC2=O (centres undefined)	13%	6%[10 µM]	2%	-5%	0%	1%	7%
Cn1c(=O)[nH]c(=O)c2c1nc(Br)n2C/C=N/NC(=O)c1ccccc1	-7%[9.22 µM]	-5%[10 µM]	·	·	1%	·	·
Cn1ncc(Cl)c1C(=O)NCc1cc(C(C)(C)C)n[nH]1	-3%	6%[0.074 µM]	-3%	?	0%	2%	-27%
COc1cccc(C(=O)N2CCN(Cc3cccc(F)c3)CC2)c1	-12%	-23%[10 µM]	20%[38.3 µM]	0%	8%	-3%	-33%[inhibitor]
Cc1oc(S(=O)(=O)N2CCCCC2)cc1NC(=O)Nc1ccccc1	-25%[9.22 µM]	-6%[10 µM]	·	·	2%	·	·
CC(C)(C)NC(=O)CSc1nnc(C2CC2)n1Cc1ccccc1	2%	-5%	-2%[38.3 µM]	13%	6%	3%	21%
CCOCC(=O)OCC(=O)NC12CC3CC(CC(C3)C1)C2	22%	8%	0%	-7%[9.22 µM]	3%	-1%	-7%
SMILES	HTT aggregate	HTT ATP protect	IMPase Li inh	LMNA splice mod	CBFb RUNX1 block	KinaseGlo FLuc	SMN2 splice up
CCN(CC)S(=O)(=O)c1ccc(-c2nnc(SCC(=O)Nc3ccc(OC)c(OC)c3)o2)cc1	15%	2%	30%[38.3 µM]	5%	1%	-3%	4%
O=C(COC(=O)c1ccc(Br)cc1)NCCN1C(=O)CSC1=O	-1%	-6%	16%	·	7%	-6%	28%
CCOC(=O)c1c(/N=C/c2cccc(C)c2O)sc2c1CCN(C)C2	-7%	3%[10 µM]	-2%	-5%	5%	0%	4%
O=C(NCCc1nc2ccccc2[nH]1)c1ccc(F)cc1	-3%	3%	16%[38.3 µM]	12%	6%	-2%	·
O=C1NC(=Nc2ccccc2)S/C1=C/c1cccs1	-9%	-22%	2%	0%[9.22 µM]	-12%	-4%	?
COCCn1c(=O)c(-c2cccs2)nc2cnc(OCc3ccccc3)nc21	·	?	-4%	·	·	-4%	14%
Cc1ccc(C(=O)NCCn2cc(SCC(=O)N3CCOCC3)c3ccccc32)cc1	0%	-20%[10 µM]	18%[38.3 µM]	-11%	5%	0%	-25%
O=c1cccc(-c2ccc(Br)cc2)o1	2%	5%	15%[38.3 µM]	-6%	4%	2%	-14%
COc1ccc(N(C(=O)Cn2nnc(-c3ccc(Cl)cc3)n2)C(C(=O)NCC2CCCO2)c2ccc(C)cc2)cc1 (centres undefined)	18%	8%[10 µM]	13%[38.3 µM]	-2%	12%	5%	6%
O=C(NCc1ccccc1)Oc1cccc(Cl)c1	-21%	-6%[10 µM]	1%	8%	2%	0%	9%
CCN1CCN(Cc2ccc(NC(=O)c3cc(NC(=O)C(=O)c4c[nH]c5ccccc45)cc(OC)c3)cc2C(F)(F)F)CC1	-13%[9.22 µM]	37%[10 µM]	·	·	-3%	·	·
